IDE cell inh = inhibits human insulin-degrading enzyme in HEK cells; AID 434962; hit rate 0.41% among 320,000; inhibition, % at 5.59 µM; FAbetaB cleavage, fluorescence polarization; P14735;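 active = percent inhibition above the average of all tested compounds plus 3 SD, set per screening campaign, cut at about 16% in these data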;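 note: IDE supplied by intact live HEK cells; FP after avidin binding of uncleaved biotin substrate so inhibition keeps polarization high; 0% = DMSO wells and 100% = 60 µM reference IDE inhibitor Ii1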
Target sequence (P14735 whole entry, looked up): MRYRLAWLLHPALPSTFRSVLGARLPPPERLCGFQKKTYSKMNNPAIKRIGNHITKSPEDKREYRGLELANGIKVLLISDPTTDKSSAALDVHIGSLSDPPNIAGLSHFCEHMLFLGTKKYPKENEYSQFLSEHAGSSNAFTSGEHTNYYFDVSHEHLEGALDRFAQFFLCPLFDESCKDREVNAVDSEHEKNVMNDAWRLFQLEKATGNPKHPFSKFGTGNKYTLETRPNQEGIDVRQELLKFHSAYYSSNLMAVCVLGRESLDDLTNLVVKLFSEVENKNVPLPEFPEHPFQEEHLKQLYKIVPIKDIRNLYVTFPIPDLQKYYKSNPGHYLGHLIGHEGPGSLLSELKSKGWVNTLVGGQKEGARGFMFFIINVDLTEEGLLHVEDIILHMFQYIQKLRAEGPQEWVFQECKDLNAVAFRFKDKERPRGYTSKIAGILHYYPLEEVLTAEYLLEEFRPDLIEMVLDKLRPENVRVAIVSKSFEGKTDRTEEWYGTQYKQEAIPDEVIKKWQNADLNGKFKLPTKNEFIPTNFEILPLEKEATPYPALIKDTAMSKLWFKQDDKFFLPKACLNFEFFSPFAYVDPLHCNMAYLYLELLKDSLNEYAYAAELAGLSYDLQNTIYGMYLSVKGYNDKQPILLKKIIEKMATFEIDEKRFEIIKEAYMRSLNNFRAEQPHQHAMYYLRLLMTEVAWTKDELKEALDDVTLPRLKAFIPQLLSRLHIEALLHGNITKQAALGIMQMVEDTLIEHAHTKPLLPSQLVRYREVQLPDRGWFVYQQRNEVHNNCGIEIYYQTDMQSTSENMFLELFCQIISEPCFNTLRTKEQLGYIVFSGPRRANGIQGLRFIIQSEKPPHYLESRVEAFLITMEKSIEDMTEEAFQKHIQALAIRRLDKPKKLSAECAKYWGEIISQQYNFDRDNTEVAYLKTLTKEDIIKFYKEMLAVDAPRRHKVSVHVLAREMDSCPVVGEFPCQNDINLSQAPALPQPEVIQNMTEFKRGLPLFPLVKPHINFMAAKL
MEKK3 PB1 HTS = MEKK3-MEK5 PB1 interaction, increase or decrease; bead-based flow cytometry, Alexa488-MEK5 binding to MEKK3; actives lie on both sides; 0 = blocked by unlabeled MEK5, 100 = vehicle; hit rate 1.4% among 290,000; Q99759; AID 1529; binding response (% of control), % at 10 µM;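 active = binding response more than 3 SD above or below the average of its plate-row segment, actives on both sides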;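 note: Alexa488 bead fluorescence after subtracting the streptavidin-only scavenger bead signal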
MEKK2 WT-MEK5 = raises or lowers MEK5 binding to wildtype human MEKK2 PB1 domain; binding response (% of control), % at 10 µM; Q9Y2U5; bead flow cytometry, Alexa488-MEK5 binding to MEKK2 WT; actives lie on both sides; hit rate 1.1% among 290,000; AID 1531; in the data active = binding response below about 67% or above about 130%
SUMO HTRF inh = SUMOylation inhibition; P63279; HTRF SUMOylation assay, SAE1/SAE2 + UBC9, in vitro; inhibition, % at 35 µM; hit rate 0.36% among 290,000; AID 2006; in the data active = inhibition above about 50%, passing the limit was not always enough; note: strong numbers were not always called active
PfM18AAP inh = PfM18AAP enzyme inhibition; recombinant PfM18AAP, H-Glu-NHMec fluorogenic cleavage; inhibition, % at 7.35 µM; AID 1822; hit rate 1.2% among 290,000;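 active = inhibition above the campaign mean inhibition over all tested compounds plus 3 SD, cut at about 28% in these data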;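 note: 0% = plate median of test compound wells and 100% = 2 mM ZnCl2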
IDE cell activ = boosts human insulin-degrading enzyme activity in HEK cells | P14735 | activation, % at 5.96 µM | FAbeta-B cleavage, fluorescence polarization; 0% vehicle, 100% cell-free pure enzyme wells | hit rate 0.073% among 340,000;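 active = activation above the mean of all tested compounds plus 3 SD, set per screening campaign, cut at about 17% in these data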
p-CIP stab down = lowers stability of the mouse p/CIP coactivator protein | F442A p/CIP-EGFP cells, EGFP fluorescence, 16 h | decrease of EGFP signal, % at 10 µM | hit rate 0.01% among 290,000;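 active = EGFP signal decrease of at least 30% at 10 µM or well 3 SD below plate mean, unless failing retest; inactive = the rest, including hits failing retest or dose response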; note: some compounds called inactive have numbers as strong as hits; many of its hits are not listed in these tables
MEKK2mut PB1 HTS = signal of MEK5 binding to mutant human MEKK2 PB1 domain; bead flow cytometry, Alexa488-MEK5 binding to MEKK2 mutant; percent response, % at 10 µM; hit rate 0.35% among 290,000; in the data active = percent response above about 24%, passing the limit was not always enough; note: inactives centre near 1; some results filed as inactive read as strong as hits; reference of the scale not given here
NALP1 yeast inh = blocks the NALP1 inflammasome reconstituted in yeast; inhibition, % at 10 µM; hit rate 0.61% among 280,000; S. cerevisiae NALP1/ASC/caspase-1 growth, X-gal OD620, 72 h; AID 2071; in the data active = inhibition mostly above about 24%, no sharp cut-off; inactive = mostly below about 32%; note: some compounds called inactive have numbers as strong as hits
The depositor's hits bear a star; / = not tested or not shown; & = joins results of further samples; [ ] = remark or other dose. The list is partial; rates above refer to the full screens.

Letter code – A = IDE cell inh; B = MEKK3 PB1 HTS; C = MEKK2 WT-MEK5; D = SUMO HTRF inh; E = PfM18AAP inh; F = IDE cell activ; G = p-CIP stab down; H = MEKK2mut PB1 HTS; I = NALP1 yeast inh
> CCOC(=O)c1cccc(NC(=O)C2(S(=O)(=O)c3ccc(C)cc3)CC2)c1
  A = 9; B = 93; C = 93; D = -15; E = 2; F = 4; G = 8; H = -2; I = 20

> CCCc1c(C(=O)OCC)sc(N)c1C#N
  A = 1; B = 101; C = 103; D = 3; E = 0; F = 0; G = -9; H = 0; I = 16

> Cc1ccc(OCC(=O)Nc2c3c(nn2C(C)(C)C)CS(=O)(=O)C3)cc1
  A = -1; B = 102; C = 102; D = 0; E = 2; F = 6; G = -24; H = 4; I = 8

> O=C(CSc1nnc(-c2ccccc2)o1)c1nnc(-c2ccccc2)o1
  A = 2; B = 95; C = 99; D = 19; E = 2; F = -2; G = -16; H = 1; I = 15

> O=C(Cn1[nH]c(=O)c2ccccc2c1=O)Nc1ccc2c(c1)CCC2
  A = 10; B = 101; C = 100; D = 14; E = 2; F = -3; G = -3; H = 5; I = 20

> c1ccc(-c2csc3ncnc(N4CCc5ccccc5C4)c23)cc1
  A = 2; B = 111; C = 106; D = -20; E = 2; F = -2; G = -14; H = 1; I = 15

> COCC(=O)N1CCC(Oc2ccc(C(=O)N(C)C3CCCCC3)cc2)CC1
  A = /; B = 110; C = 111; D = 13; E = -6; F = 5; G = -5; H = 11; I = -18

> CCCc1cc(N2CCOCC2)n2ncc(-c3ccccc3)c2n1
  A = /; B = 99; C = 100; D = -4; E = -9; F = -3; G = 3; H = -4; I = 19

> CC(C)c1ccc2c(c1)CCC1C(C)(CN)CCCC21C (stereo not given)
  A = 0; B = 36*[inhibitor]; C = 155*; D = -16; E = -7; F = 1; G = 3; H = 25*; I = 11

> O=C1c2ccccc2C(Nc2cccnc2)N1Cc1ccccc1Cl (stereo not given)
  A = 10; B = 109; C = 110; D = -2; E = 2; F = -14; G = -2; H = 5; I = /

> O=C(/C=C/c1ccc(F)cc1)NCCCN1CCN(CCCNC(=O)/C=C/c2ccc(F)cc2)CC1
  A = 7; B = 111; C = 146*; D = 23; E = 1; F = -2; G = -11; H = 5; I = 12

> Cc1ccc2c(c1)N(S(=O)(=O)c1ccc3c(c1)NC(=O)CC(=O)N3)CCO2
  A = -1; B = 103; C = 104; D = 11; E = 2; F = -6; G = -9; H = 4; I = 12

> CCSc1nc2c(c(=O)[nH]1)C(c1cccnc1)C(C(=O)OC(C)C)=C(C)N2 (stereo not given)
  A = 3; B = 104; C = 105; D = -1; E = -17; F = 5; G = 6; H = 3; I = 21

> COc1ccc(C)cc1NC(=O)CN1CCN(S(=O)(=O)c2ccc(Br)cc2)CC1
  A = 0; B = 95; C = 94; D = -17; E = 4; F = 0; G = -4; H = -4; I = 9

> O=C(CCn1c(=O)[nH]c2ccsc2c1=O)N1CCN(c2ccc([N+](=O)[O-])cc2)CC1
  A = -5; B = 101; C = 104; D = 17; E = -7; F = 2; G = -5; H = -2; I = 15

Further structures follow.
Letter code – A = IDE cell inh; B = MEKK3 PB1 HTS; C = MEKK2 WT-MEK5; D = SUMO HTRF inh; E = PfM18AAP inh; F = IDE cell activ; G = p-CIP stab down; H = MEKK2mut PB1 HTS; I = NALP1 yeast inh
> CCOC(=O)C1=C(C)NC(C)=C(C(=O)OCC)C1C(=O)OCC(=O)N1CCC(C)CC1
  A = 5&7; B = 83; C = 87; D = 11; E = 1; F = 4&-1; G = -13; H = -5; I = -1

> Cc1cc(C)c(C#N)c(Nc2ccccc2)n1
  A = -1; B = 98; C = 98; D = 29; E = -1; F = 2; G = -10; H = 2; I = -55

> O=c1[nH]c(C2CCCN(S(=O)(=O)c3ccccc3)C2)nc2c1nnn2Cc1ccc2c(c1)OCCO2 (stereo not given)
  A = -1; B = 97; C = 98; D = 6; E = -2; F = 2; G = -4; H = 2; I = 14

> CC(=O)Oc1oc(-c2ccccc2)nc1C=Nc1ccc(N(C)C)cc1
  A = -9; B = 90; C = 89; D = -9; E = 2; F = 0; G = -10; H = -11; I = -3

> C/C(=N\NC(=O)CCc1c[nH]c2ccccc12)c1ccc([N+](=O)[O-])cc1
  A = 1; B = 105; C = 106; D = 0; E = 4; F = 1; G = -5; H = 2; I = 22

> Cn1c(N=Nc2ccccc2)nc2ccccc21
  A = -2; B = 81; C = 95; D = 11; E = 10; F = 2; G = -16; H = -1; I = 42

> O=C(CCCN1C(=O)/C(=C\c2cccs2)SC1=S)Nc1ccccn1
  A = 0; B = 91; C = 97; D = -12; E = -12; F = 0; G = 2; H = 0; I = -27

> Nc1nc(C23CC4CC(CC(Cl)(C4)C2)C3)cs1
  A = -3; B = 84; C = 84; D = 11; E = -3; F = 6; G = -7; H = -12; I = /

> CN1CCN(S(=O)(=O)c2ccc(N)cc2)CC1
  A = 3; B = 113; C = 116; D = 4; E = 5; F = 0; G = 9; H = 5; I = 8

> CCN1/C(=N\N)c2cccc3cccc1c23
  A = 7; B = 58*[inhibitor]; C = -8.0*; D = 37; E = 6; F = -5; G = -14; H = -11; I = -42

> CC(C)N1CCc2c(sc(NC(=O)CN3C(=O)c4ccccc4C3=O)c2C(N)=O)C1
  A = -9; B = 94; C = 93; D = 9; E = 1; F = 7; G = -9; H = -8; I = 9

> COCCNC(=O)C1CCN(S(=O)(=O)N2CCC3(CC2)OCCO3)CC1
  A = -6; B = 97; C = 99; D = 30; E = -1; F = 6; G = -7; H = 2; I = 21

> CC(C)COC(=O)n1c(=O)oc2cc(S(=O)(=O)N3CCCCC3)ccc21
  A = 0; B = 98; C = 99; D = 4; E = -4; F = 7; G = -11; H = 0; I = 4

> CC1(C)CC2(CC(c3ccccc3F)c3ccc(O)c(O)c3O2)NC(=S)N1 (stereo not given)
  A = -6; B = 98; C = 97; D = 7; E = 49*; F = -9; G = 6; H = -7; I = 0

> CC(Sc1nc(N)cc(=O)[nH]1)C(=O)Nc1nc2c(s1)CCCC2 (stereo not given)
  A = -1; B = 103; C = 94; D = 15; E = 6; F = 2; G = 8; H = 0; I = -2

Later entries.
Order of results – IDE cell inh, MEKK3 PB1 HTS, MEKK2 WT-MEK5, SUMO HTRF inh, PfM18AAP inh, IDE cell activ, p-CIP stab down, MEKK2mut PB1 HTS, NALP1 yeast inh
COc1ccc(Cc2noc(CN(C)CC3(N4CCOCC4)CCCCC3)n2)cc1OC
    2, 88, 107, 21, 10, -1, 3, 6, 2
Cc1cc(NC(=O)/C=C/C(=O)N(CC(=O)NC2CCCC2)c2ccc(F)cc2)no1
    -3, 100, 95, 7, -13, 3, -17, -4, -14
CN(Cc1ccccc1)c1ccc(S(=O)(=O)N2CCC(C(=O)O)CC2)cc1[N+](=O)[O-]
    0, 105, 102, -15, 2, 8, 6, -3, -4
O=C(NCCCCNC(=O)C1CCCC1)C1CCCC1
    -8, 90, 89, 9, 2, 0, -12, -10, 7
CCn1c(SCC(=O)Nc2ccc(N(C)C)cc2)nnc1C1CC1
    -3, 101, 107, -7, 11, 0, 0, 8, -8
CN1CCC(OC(=O)COc2ccc(C(C)(C)C)cc2)CC1
    -6, /, /, -7, 3, -1, 4, /, 10
CCOc1ccc(NC(=S)NCCN2CCN(Cc3ccccc3)CC2)cc1
    5, 111, 107, -33, -7, -1, 11, -2, 5
O=C(NCCCn1ccnc1)/C(=C\c1cccnc1)NC(=O)c1ccco1
    1, 97, 94, -3, -7, 4, -20, -4, 4
COC(=O)C(N)Cc1ccc(OC)c([N+](=O)[O-])c1 (stereo not given)
    4, 93, 98, 23, -7, 7, -6, -4, 17
CC(C)(C)c1csc(NNC(=O)c2ccc(Br)cc2)n1
    3, 108, 106, 5, -2, -1, -6, 3, -18
Cc1ccc2[nH]c(=O)c(CN(Cc3ccc4c(c3)OCO4)Cc3nnnn3C3CCCC3)cc2c1
    4, /, /, -8, 15, 5, -10, /, /
O=C(NCc1cccnc1)C1CCN(S(=O)(=O)c2cccnc2)CC1
    -5, 94, 93, -7, 6, 6, 4, -10, 56
O=C(Nc1ccc(-c2cscn2)cc1)C1CCCN(Cc2ccccc2)C1 (stereo not given)
    2, 94, 107, -15, 0, 8, -4, -4, 19
CCOC(=O)N1CCN(C(=O)CCC(=O)c2ccc(OCC)cc2)CC1
    4, 103, 104, -11, -2, -1, 0, 0, 17
COC(=O)c1ccc(NC(=S)NC(=O)C2CCC2)cc1
    -3, 104, 108, 2, 0, 6, -13, 6, 5
NC(=O)C1CCN(C(=O)/C=C/c2cccc(Br)c2)CC1
    3, 100, 100, 10, -3, 6, -6, -1, -4
CCCOc1ccc2ccccc2c1/C=C1\SC(=O)NC1=O
    0, 103, 97, 16, -12, 9, -4, -5, 3
COc1cccc(CNc2nc3ccc(C)cc3n3cnnc23)c1
    -2, 88, 94, 3, 2, 1, 0, -17, /
O=C(Cc1ccc(F)cc1)Nc1cccc(-c2cn3c(n2)SCC3)c1
    -5, 91, 84, 6, 9, -2, 1, -8, -20
COc1ccccc1N1CCN(/N=C/c2ccc(C(=O)O)cc2)CC1
    2, 105, 106, 0, 0, 5, -2, 7, 6

Next records
Order of results – IDE cell inh, MEKK3 PB1 HTS, MEKK2 WT-MEK5, SUMO HTRF inh, PfM18AAP inh, IDE cell activ, p-CIP stab down, MEKK2mut PB1 HTS, NALP1 yeast inh
CSc1nncn1/N=C/c1ccccc1F
    5, 96, 93, 25, 0, 0, 8, -3, -4
Cc1ccc2c(c1)N(Cc1ccccn1)C(=O)C(C)O2 (stereo not given)
    -1, 109, 113, 20, -17, -9, 7, 5, -4
Cc1ccc(OCC(=O)NCCCNC(=O)c2ccccn2)cc1
    4, 96, 91, 1, 5, 9, 3, -9, 2
COc1cc(=O)[nH]c(=O)n1C(=O)Cc1ccccc1
    6, 102, 108, 24, 0, 1, -11, 7, 12
